Screening data as filed in PubChem BioAssay.
MITF act: increases MITF-driven TRPM1 promoter luciferase signal. SK-MEL-5 TRPM1-promoter luciferase, 24 h; % of positive control, neutral wells = 0. activation, % at 12.5 µM. 0.75% of 300,000 active;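 active means mean activation of at least 80% with every replicate also reaching 80%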;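 further: 0% = neutral control wells and 100% = parthenolide positive control wells; values of inactives mirror those of a sister screen read the other way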
SR-BI DiI-HDL act: enhances SR-BI lipid uptake from DiI-HDL; CHO ldlA[mSR-BI] cells, DiI-HDL uptake fluorescence, 3 h; 100 = double the neutral-control signal; activation, % at 12.5 µM; 0.096% of 320,000 active; AID 504775;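 active means mean replicate activation of at least 60% and every replicate at or above 60%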;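 further: 0% = median plate neutral-control signal and 100% = twice that signal; values of inactives mirror those of a sister screen read the other way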
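Material: SR-BI-overexpressing, LDLR-lacking CHO cells; schedule: compound exposure 3 h, 37 °C; reagent: DiI-labelled HDL at 10 µg/mL final; technique: bottom-read fluorescence, 550/595 nm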
HTR5A ag ctr: counter-screen for OPRM1-OPRD1 agonists: human HTR5A agonism | HTR5A agonist assay, luminescence, cell-based | P47898 | 0.61% of 340,000 active | activation, % at 9.3 µM; in the data active means activation mostly above about 9.5%, no sharp cut-off; inactive means mostly below about 7.6%;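 further: 0% = cells with vehicle only and 100% = reference agonist; strong numbers were not always called active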
Rtt109 Vps75: C. albicans Rtt109 histone acetyltransferase inhibition | Q5AAJ8 | purified Rtt109/Vps75, ThioGlo CoA-SH fluorescence, 4 h | inhibition, % at 34.9 µM | 0.16% of 330,000 active | AID 540336;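 active means inhibition of at least 50% in every replicate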
Target sequence (Q5AAJ8 whole entry, looked up): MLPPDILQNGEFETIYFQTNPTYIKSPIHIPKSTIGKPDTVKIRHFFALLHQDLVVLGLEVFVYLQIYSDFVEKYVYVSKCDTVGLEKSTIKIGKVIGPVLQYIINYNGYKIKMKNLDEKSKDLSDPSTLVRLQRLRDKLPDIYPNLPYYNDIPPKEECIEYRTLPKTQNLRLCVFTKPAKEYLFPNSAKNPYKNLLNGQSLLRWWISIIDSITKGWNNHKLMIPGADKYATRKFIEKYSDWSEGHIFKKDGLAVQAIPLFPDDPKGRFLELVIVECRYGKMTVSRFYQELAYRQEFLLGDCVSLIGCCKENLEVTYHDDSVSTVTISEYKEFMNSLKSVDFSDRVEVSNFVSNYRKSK
Wnt act: activates Wnt/beta-catenin signaling in a reporter cell assay. 1.2% of 300,000 active. activation, % at 9.35 µM. activator, plate reader; in the data active means activation above about 30%, passing the limit was not always enough;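 further: 0% = neutral control wells and 100% = positive control wells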
PvdQ acylase: P. aeruginosa PvdQ acylase inhibition. 0.063% of 340,000 active. purified PvdQ acylase, fluorescence plate reader. inhibition, % at 10 µM; in the data active means inhibition above about 30%, passing the limit was not always enough;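 further: 0% = vehicle neutral wells and 100% = reference inhibitor wells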
dFosB activator: mouse delta FosB homodimer activation. P13346. 0.99% of 340,000 active. activation, % at 25 µM. purified delta FosB, TAMRA-CDK5 oligo fluorescence polarization; percent of positive-control signal above neutral wells;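 active means mean activation above about 17%, with every replicate also reaching it, limit read from the data, passing the limit was not always enough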;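 further: fluorescence polarization rise as delta FosB binds a TAMRA Cdk5 AP-1 oligo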
CDK5 inh: CDK5/p35 (human) kinase inhibition | 0.01% of 330,000 active | inhibition, % at 10 µM | Recombinant CDK5/p35, ADP-Glo luminescence, 60 min | Q00535+Q15078;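 active means highest replicate inhibition of at least 50% and at least 75% of replicates reaching 50%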;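 further: plate controls were DMSO neutral control for no effect and GW8510 at 10 µM for full effect; many of its hits are not listed in these tables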
cardiac RTF act: cardiac RTF calcium sensitization. activation, % at 7.2 µM. P19429+P45379. 0.24% of 340,000 active. AID 493008. IANBD-labeled TnC RTF fluorescence at EC20 calcium; 0% EC20 calcium, 100% full calcium;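 active means activation above the mean over all tested compounds plus 3 SD, cut at about 30% in these data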;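 further: rise in fluorescence read as greater calcium sensitivity of cardiac thin filaments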
SR-BI DiI inh: mouse SR-BI HDL lipid transfer inhibition; ldlA[mSR-BI] CHO cells, DiI-HDL uptake fluorescence, 3 h; inhibition, % at 12.5 µM; 0.96% of 320,000 active; AID 488896;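 active means mean replicate inhibition of at least 70% and a set share of replicates each scoring 70 or more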;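 further: 0% = median of neutral control wells and 100% = median of positive control wells; values of inactives mirror those of a sister screen read the other way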
Target sequence (Q61009 whole entry, looked up): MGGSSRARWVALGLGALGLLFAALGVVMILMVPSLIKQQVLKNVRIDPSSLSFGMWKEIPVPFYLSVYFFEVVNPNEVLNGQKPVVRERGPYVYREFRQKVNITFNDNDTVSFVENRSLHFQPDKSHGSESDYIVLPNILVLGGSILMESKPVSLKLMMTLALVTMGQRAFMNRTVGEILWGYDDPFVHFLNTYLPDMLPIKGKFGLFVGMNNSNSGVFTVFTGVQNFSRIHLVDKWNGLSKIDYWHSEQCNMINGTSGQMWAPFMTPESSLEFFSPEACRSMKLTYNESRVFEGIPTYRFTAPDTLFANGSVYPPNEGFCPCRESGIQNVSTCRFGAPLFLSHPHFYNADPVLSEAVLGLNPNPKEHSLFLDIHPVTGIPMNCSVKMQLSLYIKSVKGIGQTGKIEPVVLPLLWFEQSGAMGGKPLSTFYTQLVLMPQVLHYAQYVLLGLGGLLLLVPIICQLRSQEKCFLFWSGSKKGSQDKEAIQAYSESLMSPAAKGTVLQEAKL
Active calls of the source: *; . = no result given.

SMILES | MITF act | SR-BI DiI-HDL act | HTR5A ag ctr | Rtt109 Vps75 | Wnt act | PvdQ acylase | dFosB activator | CDK5 inh | cardiac RTF act | SR-BI DiI inh
CC[C@H]1OC(=O)[C@H](C)[C@@H](O[C@H]2C[C@@](C)(OC)[C@@H](O)[C@H](C)O2)[C@H](C)[C@@H](O[C@@H]2O[C@H](C)C[C@H](N(C)C)[C@H]2O)[C@](C)(OC)C[C@@H](C)C(=O)[C@H](C)[C@@H](O)[C@]1(C)O | -3 | 4 | 0 | -2 | 0 | -8 | -2 | -1.2 | 4 | -4
Cc1cccc(OCC(=O)N/N=C\c2cc3c(cc2[N+](=O)[O-])OCO3)c1C | 1 | -36 | 1 | 15 | . | -2 | 0 | 1.0 | -1 | 36
Cc1onc(-c2ccccc2Cl)c1C(=O)Nc1nnc(-c2ccc(F)cc2)s1 | . | 10 | -4 | -2 | -2 | 12 | -1 | -1.0 | 2 | -10
O=C(CCNc1ccc(Cl)c(C(F)(F)F)c1)c1ccco1 | 6 | -12 | 1 | -3 | . | -7 | 0 | 0.2 | 5 | 12
O=S(=O)(Nc1cccc(CCc2ccccn2)c1)c1ccc2ccccc2c1 | 16 | 9 | 3 | 7 | . | -4 | -4 | -1.4 | -3 | -9
COC(=O)c1ccc(C(NC(=O)OCc2ccccc2)/C(C)=C/[C@@H](C)C(=O)NCc2ccc(OC)c(OC)c2)cc1 (stereo not given in full) | 10 | . | 0 | 3 | . | -8 | -5 | -0.1 | -4 | .
Cc1cc(C(=O)COc2ccccc2C(N)=O)c(C)n1CC1CCCO1 (stereo not given) | -6 | -11 | -1 | -7 | 1 | 5 | 0 | 0.6 | -5 | 11
CCCCNC1C(CC)C(CCC)C(C#N)(C#N)C1(C#N)C#N (stereo not given) | -39 | . | 5 | 7 | . | -11 | 2 | -1.1 | -4 | .
CCn1c(C(=O)N2CCc3ccccc3C2)cc2oc3ccccc3c21 | . | 7 | 3 | 5 | -3 | -1 | -12 | -0.8 | 1 | -7
COC(=O)[C@]1(C)N[C@H](CN(C)C(=O)Nc2ccc(C(F)(F)F)cc2)[C@@H]2C(=O)N(C)C(=O)[C@@H]21 | 2 | -17 | 2 | -4 | -1 | -18 | -4 | 2.7 | -5 | 17
COc1ccc(N2CCN(C(CNC(=O)OCc3ccccc3)c3ccco3)CC2)cc1 (stereo not given) | 6 | -25 | 1 | 0 | -1 | 7 | -3 | 0.4 | -2 | 25
CCOC(=O)c1c(NC(=O)COC(=O)CNC(=O)c2ccco2)sc(C)c1C | 2 | -1 | -3 | 11 | . | 2 | 4 | -0.5 | 2 | 1
Cc1ccc(Oc2ncccc2N)c2c1CCC2 | 0 | -1 | 0 | 0 | -3 | -15 | -2 | 0.1 | 8 | 1
O=C(OCCOc1ccccc1)c1n[nH]c2ccccc12 | 106* | -42 | 4 | 4 | 38* | -20 | -11 | 2.8 | -3 | 42
Cc1ccc(C(=O)OCC(=O)NC(=O)c2ccc(C(C)(C)C)cc2)c(O)c1 | -4 | 3 | -2 | 3 | 2 | 4 | 3 | -0.3 | -4 | -3
CC(C)(C)N(Cc1ccccc1)C(=O)CN1C(=O)NC2(CCCCCC2)C1=O | -6 | . | 1 | -8 | 0 | -2 | -10 | -1.5 | 3 | -21
NC(=O)c1cc(S(=O)(=O)N2CCc3ccccc3C2)cs1 | -7 | 10 | 1 | -5 | 1 | -9 | 3 | -1.1 | -1 | -10
COc1cc2c(cc1OC)-c1cc(N3CCCCCC3)nc(=O)n1CC2 | 17 | -13 | 4 | . | . | 4 | 1 | -2.0 | 0 | 13
Cc1c(NC(=O)COC(=O)c2ccc(Cl)nc2)c(=O)n(-c2ccccc2)n1C | -1 | 16 | 6 | 1 | 1 | 7 | 1 | -0.1 | -6 | -16
COCCNC(=O)CN(C(=O)CCC(=O)Nc1ccccn1)c1ccc(C)c(C)c1 | -15 | 13 | 2 | 4 | -1 | -15 | -9 | 1.0 | 10 | -13
OC(CNC1CCCC1)COc1ccccc1Br (stereo not given) | 3 | 19 | -3 | -2 | -1 | 5 | -2 | 0.8 | 1 | -19
CCc1noc(C)c1C(=O)Nc1cc(S(=O)(=O)N(CC)CC)ccc1N1CCOCC1 | 7 | -11 | -1 | 10 | -4 | -1 | -12 | 0.5 | -9 | 11
Cc1ccc(S(=O)(=O)NCC(C)NS(=O)(=O)c2ccccc2[N+](=O)[O-])cc1 (stereo not given) | . | 29 | -1 | 2 | 0 | -10 | -6 | -5.1 | -6 | -29
C=CCN1CCN(C(=O)c2cc3c(s2)CCC(CC)C3)CC1 (stereo not given) | 1 | -16 | 3 | -14 | -3 | 6 | -7 | 0.1 | -1 | 16
O=C(Cc1ncc(C(F)(F)F)cc1Cl)NCCc1ccccn1 | 2 | -5 | 0 | -11 | -2 | -11 | -14 | -0.1 | 2 | 5
COc1nc(-c2ccccc2)c2c(c1C#N)CC(C)(C)OC2 | -18 | -14 | -4 | 8 | . | 6 | -2 | 3.7 | -1 | 14
CCN(CC(=O)Nc1ccc2c(c1)OCCO2)S(=O)(=O)c1ccc(F)cc1 | -5 | 8 | 1 | 6 | 0 | 8 | -3 | -3.9 | 1 | -8
CCOC(=O)C1CCCN(C(=O)CCNC(=O)Cn2ccc3ccccc3c2=O)C1 (stereo not given) | 2 | . | 0 | -3 | -3 | -8 | 0 | -0.3 | 2 | .
Cc1ccc(-c2nn3c(C)nnc3c3ccccc23)cc1S(=O)(=O)NCCN1CCOCC1 | 8 | -6 | 2 | -8 | . | -7 | -5 | 0.0 | -9 | 6
O=C(CSc1nnc(NC(=O)C2CC2)s1)Nc1ccc2c(c1)OCCO2 | -1 | -11 | 1 | -1 | 1 | -17 | -1 | -0.1 | 11 | 11
CN1C(=S)SC(N(O)C(=O)Nc2cccc3ccccc23)C1(C)C (stereo not given) | -12 | -22 | 6 | 10 | . | -13 | -11 | 0.0 | 0 | 22
CSc1nc2nc(C)c(C/C=C/c3ccccc3)c(=O)n2[nH]1 | 1 | 22 | 3 | 13 | -1 | 0 | -14 | 1.0 | 7 | -22
CC(C)CCC(C)NC(=O)C1CCN(S(=O)(=O)/C=C/c2ccccc2)CC1 (stereo not given) | -10 | . | 3 | -4 | -2 | 3 | -1 | 0.9 | -2 | .
O=C(NCc1ccccn1)[C@H]1C[C@@H]1[C@H](NP(=O)(c1ccccc1)c1ccccc1)c1ccccc1 | 1 | 6 | 1 | 10 | -3 | 7 | 0 | -0.8 | -5 | -6
CCOc1ccc(NC(C)C(=O)N/N=C/c2cccs2)cc1 (stereo not given) | 10 | 10 | -3 | 16 | . | 4 | -2 | -0.7 | -3 | -10
CC(C)n1nc(C(=O)NNC(=O)c2ccncc2)c2ccccc2c1=O | -2 | 0 | 4 | . | -1 | 4 | -8 | 0.6 | 10 | 0
NC(=O)c1cc2cc([N+](=O)[O-])ccc2oc1=O | -1 | . | 1 | -5 | -3 | -7 | -19 | -0.5 | 6 | .
COc1ccc2c(c1)-c1ccccc1S(=O)(=O)N2C | . | . | 0 | -4 | . | -10 | -7 | 1.9 | 2 | .
CSc1nc(-c2ccc(C)cc2)[nH]c1S(=O)(=O)c1ccccc1 | -9 | 0 | 1 | 12 | -3 | -13 | -1 | 0.4 | 10 | 0
COc1ccc(C)cc1S(=O)(=O)N1CCC(C)CC1 | -2 | -1 | 10 | -1 | -6 | 2 | 0 | -0.9 | 0 | 1

Full records as entered above:
Results for `OC(CNC1CCCC1)COc1ccccc1Br` (stereo not given) : MITF act = 3; SR-BI DiI-HDL act = 19; HTR5A ag ctr = -3; Rtt109 Vps75 = -2; Wnt act = -1; PvdQ acylase = 5; dFosB activator = -2; CDK5 inh = 0.8; cardiac RTF act = 1; SR-BI DiI inh = -19
Results for `CN1C(=S)SC(N(O)C(=O)Nc2cccc3ccccc23)C1(C)C` (stereo not given) : MITF act = -12; SR-BI DiI-HDL act = -22; HTR5A ag ctr = 6; Rtt109 Vps75 = 10; Wnt act = .; PvdQ acylase = -13; dFosB activator = -11; CDK5 inh = 0.0; cardiac RTF act = 0; SR-BI DiI inh = 22

Next section.
SMILES | MITF act | SR-BI DiI-HDL act | HTR5A ag ctr | Rtt109 Vps75 | Wnt act | PvdQ acylase | dFosB activator | CDK5 inh | cardiac RTF act | SR-BI DiI inh
COc1ccc2c(c1)C(c1ccc(C)o1)=NNC(c1cccnc1)=N2 | -2 | 16 | -2 | 7 | -3 | -13 | -4 | 0.0 | 9 | -16
C=CCSC(=S)NC1CCS(=O)(=O)C1 (stereo not given) | -67 | 26 | 2 | -10 | -3 | -6 | 2 | 1.7 | -6 | -26
CCCCCn1c(=NC(=O)c2cccnc2)c(C#N)cc2c(=O)n3cccc(C)c3nc21 | -12 | . | 1 | -26 | -4 | -12 | -18 | -0.9 | 8 | .
Cc1cccc(Cn2c(=O)c3c(nc4n3CCN4Cc3ccco3)n(C)c2=O)c1 | . | -18 | . | -9 | -10 | -5 | -11 | 2.3 | 5 | 18
CC(=O)Nc1cccc(NC(=O)CCCC2CCCCC2)c1 | 8 | -8 | 6 | -13 | 0 | -18 | -16 | 1.1 | 1 | 8
Cc1ccccc1-n1c(SCC(=O)Nc2cccc3ccccc23)nc(O)cc1=O | -7 | 2 | 3 | -3 | -1 | -2 | -9 | . | 0 | -2
COc1ccc(NC(=O)/C(C#N)=C/c2c(C)nn(-c3ccc(F)cc3)c2Cl)cc1OC | 4 | -76 | -6 | 2 | . | -1 | -9 | 2.7 | 3 | 76*
Cc1cccc(NC(=S)NCC2CCCO2)c1 (stereo not given) | 5 | -20 | -3 | 1 | . | -7 | -1 | 2.3 | 0 | 20
O=C(NCC1CCCO1)C1CCC(=O)N1CCc1ccccc1 (stereo not given) | 6 | 12 | -3 | -12 | -1 | -8 | 5 | 1.9 | 6 | -12
CC(C)(C)NC(=O)c1cccc(NC(=O)c2ccco2)c1 | . | 36 | -3 | 13 | 5 | -2 | 1 | -0.1 | -6 | -36
COc1ccc(F)cc1C(=O)C1CCCN(C(=O)CCc2ccccn2)C1 (stereo not given) | 10 | 15 | 6 | 2 | 0 | -4 | 4 | -0.1 | 2 | -15
C/C(=N/NC(=O)CNC(=O)Cc1ccccc1)c1ccco1 | 2 | 22 | -1 | -22 | -1 | -11 | -2 | 0.5 | 39* | -22
Cc1ccc(CNC(=O)c2ccc(Cn3nc(C)cc3C)o2)cc1 | -9 | -5 | 2 | 1 | -2 | -17 | -2 | -6.9 | -2 | 5
O=C(Nn1cnnc1)c1ccc([N+](=O)[O-])cc1Cl | -7 | 19 | 0 | -1 | 1 | -10 | -1 | 0.8 | 1 | -19
Cc1ccsc1/C=C1\SC(N2CC(C)OC(C)C2)=NC1=O (stereo not given) | 15 | -24 | -2 | 9 | 0 | 3 | -4 | 1.0 | 5 | 24
Cc1cc(N2CCN(c3ccccc3F)CC2)nc2cc(O)ccc12 | 54 | 7 | -1 | -62 | . | 2 | -3 | 1.4 | -1 | -7
CCN(CC(=O)Nc1ccc(N2CCOCC2)cc1)C(=O)c1ccc(C(F)(F)F)cc1 | -7 | -3 | 2 | -3 | -1 | -5 | -1 | -7.0 | -4 | 3
CCC(C)n1c(SCC(=O)NC2CCCC2)nc2ccccc2c1=O (stereo not given) | 5 | -3 | 2 | -8 | -1 | -14 | 2 | -1.5 | 1 | 3

Random draw from the library; overall some 4.4% were active at least once.
